From PubChem BioAssay
ROC1-CUL1 inh – inhibitors of human ROC1-CUL1 ubiquitin ligase activity | hit rate 0.6% among 140,000 | in vitro K48 di-Ub FRET, acceptor:donor ratio, 45 min | inhibition, % at 10 µM | P62877+Q13616; in the data active = inhibition above about 25%
Target sequence (P62877 whole entry, looked up): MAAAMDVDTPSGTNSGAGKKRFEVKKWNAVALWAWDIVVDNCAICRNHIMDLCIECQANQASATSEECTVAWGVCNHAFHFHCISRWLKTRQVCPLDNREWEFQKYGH
Target sequence (Q13616 whole entry, looked up): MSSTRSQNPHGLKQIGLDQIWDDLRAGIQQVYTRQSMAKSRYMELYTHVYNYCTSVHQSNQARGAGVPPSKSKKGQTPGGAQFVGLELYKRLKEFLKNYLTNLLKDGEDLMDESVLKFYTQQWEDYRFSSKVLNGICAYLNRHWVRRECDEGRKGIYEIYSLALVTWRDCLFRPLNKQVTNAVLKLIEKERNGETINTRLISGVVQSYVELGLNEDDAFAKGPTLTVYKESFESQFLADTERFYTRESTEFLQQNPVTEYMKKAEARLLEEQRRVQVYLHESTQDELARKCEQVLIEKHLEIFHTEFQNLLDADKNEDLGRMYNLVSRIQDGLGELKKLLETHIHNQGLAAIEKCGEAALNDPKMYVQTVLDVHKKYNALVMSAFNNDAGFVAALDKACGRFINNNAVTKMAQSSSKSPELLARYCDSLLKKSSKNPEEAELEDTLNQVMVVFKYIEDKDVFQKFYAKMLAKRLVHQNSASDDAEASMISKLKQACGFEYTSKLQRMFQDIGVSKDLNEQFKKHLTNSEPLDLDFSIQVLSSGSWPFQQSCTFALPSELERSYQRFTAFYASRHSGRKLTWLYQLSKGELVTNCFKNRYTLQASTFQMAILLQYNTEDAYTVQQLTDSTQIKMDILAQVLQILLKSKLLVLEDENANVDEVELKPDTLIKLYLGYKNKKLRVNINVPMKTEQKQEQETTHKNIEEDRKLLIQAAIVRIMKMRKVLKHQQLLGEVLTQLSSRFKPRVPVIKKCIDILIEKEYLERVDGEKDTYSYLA
The depositor's hits bear a star. This is a subset; count on the stated rates, not on these rows.

`CCCc1nn(C)c2c(=O)[nH]c(-c3cc(S(=O)(=O)Nc4ccccc4)ccc3OCC)nc12` gave ROC1-CUL1 inh 11.
CSc1cc(-c2ccccc2)oc1C(=O)c1ccccc1 was read as ROC1-CUL1 inh -4.
Screening O=C(CC1C(=O)NCCN1Cc1cccnc1)NCCc1cccs1 (stereo not given) returned ROC1-CUL1 inh 3.
For CN(C(=O)c1ccsc1)C(Cc1ccccc1)C1CCN(C(=O)c2ccc3c(c2)OCCO3)CC1 (stereo not given) the results were ROC1-CUL1 inh -2.
Screening Cc1ccc(OCC(=O)NCC(=O)OCc2cc(=O)n3nc(CC(C)C)sc3n2)cc1 returned ROC1-CUL1 inh -5.
For CCOC(=O)C1CCN(C(=O)C2CCN(c3nnc(C)c4c(C)n(-c5ccccc5)nc34)CC2)CC1 the results were ROC1-CUL1 inh -4.
`CCc1noc(C)c1C(=O)Nc1cc(C)ccc1C` gave ROC1-CUL1 inh -2.
For O=C(c1csc2ccccc12)n1cccn1 the results were ROC1-CUL1 inh -6.
For Cn1c(=O)c2c(ncn2Cc2ccc(Cl)cc2)n(C)c1=O the results were ROC1-CUL1 inh 5.
CC(C)(C)c1ccc(C(=O)Nc2ccc3oc(-c4cc(Br)ccc4Cl)nc3c2)cc1 was read as ROC1-CUL1 inh 4.
COc1cc(C(=O)NCC(c2ccco2)S(=O)(=O)c2cccs2)cc(OC)c1OC (stereo not given) was read as ROC1-CUL1 inh -3.
For COc1ccc(NC(=O)CN2CCCN(S(=O)(=O)c3ccc(Br)cc3)CC2)c(OC)c1 the results were ROC1-CUL1 inh -7.
For COC(=O)c1ccc2c(c1)C1CCCCC1C(=O)N2Cc1ccccc1 (stereo not given) the results were ROC1-CUL1 inh 1.
Cc1ccc(NC(=O)c2ccc(-c3ccccc3)cc2)cc1F was read as ROC1-CUL1 inh -7.
`CCOC(=O)c1[nH]c2ccccc2c1NC(=O)c1ccc(C)c(C)c1` gave ROC1-CUL1 inh 3.
For CCC(=O)N1CCc2cc(Br)cc(S(=O)(=O)N3CCC(C(=O)NCCCOC(C)C)CC3)c21 the results were ROC1-CUL1 inh -1.
`COCC(=O)Nc1cccc(-c2nc3cccnc3s2)c1` gave ROC1-CUL1 inh -6.
Screening CC(C)Cc1nnc(NS(=O)(=O)c2ccc(Cl)cc2)s1 returned ROC1-CUL1 inh -1.
For Cc1nc2cc(C(=O)N3CCCC3c3ccc(C(N)=O)s3)ccc2s1 (stereo not given) the results were ROC1-CUL1 inh 2.
Screening CC#CC(=O)N1CCC(n2nccc2NC(=O)Nc2cccc(F)c2)CC1 returned ROC1-CUL1 inh 2.
For CCc1ccc(N2CC(C(=O)NC(C)C)CC2=O)cc1 (stereo not given) the results were ROC1-CUL1 inh 7.
`CCc1ccc(S(=O)(=O)N2CCN(C(=O)CC(C)C)CC2)cc1` gave ROC1-CUL1 inh -4.
Cc1cc(Br)ccc1NCN1C(=O)S/C(=C/c2ccc3c(c2)OCO3)C1=O was read as ROC1-CUL1 inh 8.
Cc1cc(C)c(NC(=O)C2CCCN(C(=O)c3cnn(-c4ccccc4)c3-n3cccc3)C2)c(C)c1 (stereo not given) was read as ROC1-CUL1 inh 1.
For c1ccc(Cn2nnc(-c3ccccc3)n2)cc1 the results were ROC1-CUL1 inh 1.
For CCCNc1nc(N)nc(-c2cc(Cl)ccc2OC)n1 the results were ROC1-CUL1 inh -7.
Screening Cc1ccc(CNC(=O)C2CCN(S(=O)(=O)c3cn(C)cn3)CC2)cc1 returned ROC1-CUL1 inh -12.
CCOc1ccc(S(=O)(=O)NCC(c2ccc(N(C)C)cc2)N2CCCC2)cc1 (stereo not given) was read as ROC1-CUL1 inh -10.
For O=C(N/N=C\c1cc(Br)cc(Br)c1OC(=O)c1cccc(Br)c1)c1ccc(Br)cc1 the results were ROC1-CUL1 inh 7.
`CC(C)(C)CN1CCCC(O)(CNCc2ccon2)C1=O` (stereo not given) gave ROC1-CUL1 inh -2.

An excerpt from above in order of SMILES length, largest number first:
`CC(C)(C)CN1CCCC(O)(CNCc2ccon2)C1=O` (stereo not given) gave ROC1-CUL1 inh -2.
`CCc1noc(C)c1C(=O)Nc1cc(C)ccc1C` gave ROC1-CUL1 inh -2.
For O=C(c1csc2ccccc12)n1cccn1 the results were ROC1-CUL1 inh -6.

Five compounds drawn at random from the list so far, as already listed:
`CC(C)(C)CN1CCCC(O)(CNCc2ccon2)C1=O` (stereo not given) gave ROC1-CUL1 inh -2.
For CCCNc1nc(N)nc(-c2cc(Cl)ccc2OC)n1 the results were ROC1-CUL1 inh -7.
Screening Cc1ccc(CNC(=O)C2CCN(S(=O)(=O)c3cn(C)cn3)CC2)cc1 returned ROC1-CUL1 inh -12.
`CCc1ccc(S(=O)(=O)N2CCN(C(=O)CC(C)C)CC2)cc1` gave ROC1-CUL1 inh -4.
Cc1cc(C)c(NC(=O)C2CCCN(C(=O)c3cnn(-c4ccccc4)c3-n3cccc3)C2)c(C)c1 (stereo not given) was read as ROC1-CUL1 inh 1.

More results follow.
For O=C1CSc2cc(Cl)ccc2N1 the results were ROC1-CUL1 inh 4.
`COc1ccc(C(CC(=O)c2ccc(C)cc2)Sc2ccccc2N)cc1OC` (stereo not given) gave ROC1-CUL1 inh 7.
C=CCN1C(=O)/C(=C\c2ccc(C)cc2)N=C1SCC(=O)NCCC was read as ROC1-CUL1 inh -6.
For Cc1ccc(OCC(=O)Nc2sc3c(c2C(N)=O)CCCC3)c(C(C)(C)C)c1 the results were ROC1-CUL1 inh -1.
For O=C(c1cc(COc2ccccc2)[nH]n1)N1CCC(O)(c2ccccc2)CC1 the results were ROC1-CUL1 inh -6.
Screening CC1(c2ccccc2)CC1(C)c1ccccc1 (stereo not given) returned ROC1-CUL1 inh 1.
Screening COc1ccc(C(CC(=O)Nc2cc(Cl)c(OC)cc2OC)N2Cc3ccccc3C2=O)cc1 (stereo not given) returned ROC1-CUL1 inh 0.
`COc1ccc(/C=C2\C(=O)NC(=S)N(Cc3ccccc3)C2=O)cc1Br` gave ROC1-CUL1 inh 3.
For CC(C)c1ccc(CNCCSc2nnnn2-c2ccccc2)cc1 the results were ROC1-CUL1 inh 0.
For O=S(=O)(Cc1ccc(F)cc1)Nc1ccc(Br)cc1 the results were ROC1-CUL1 inh 1.
Cc1cc(Cl)c2c(N)c(C)cc(C)c2n1 was read as ROC1-CUL1 inh 91*.
For Nn1c(SCC(=O)Nc2ccccc2Cl)nnc1-c1ccc(Cl)c(Cl)c1 the results were ROC1-CUL1 inh 8.
For COc1ccc(Cc2nnc(/C=C/c3ccccc3OC)o2)cc1 the results were ROC1-CUL1 inh -2.
`CCCCNC(=O)N(O)C1N(CCCC)C(=O)N(CC(=O)OC)C1(C)C` (stereo not given) gave ROC1-CUL1 inh 1.
For Cc1ccc(CN(C(=O)COc2cccc([N+](=O)[O-])c2)c2ccccn2)cc1 the results were ROC1-CUL1 inh 3.
Screening COc1ccc(/C(C)=N\N2CCN(Cc3cccc4ccccc34)CC2)cc1 returned ROC1-CUL1 inh -3.
For CCOC(=O)c1c(C)[nH]c(C)c1S(=O)(=O)NCC(=O)N(C)c1ccc(C)c(C)c1 the results were ROC1-CUL1 inh 3.
CCn1cc([N+](=O)[O-])c(C(=O)Nc2ccccn2)n1 was read as ROC1-CUL1 inh 5.
CC(C)(C)c1ccc2[nH]c3c(c2c1)Cc1ccccc1-3 was read as ROC1-CUL1 inh -7.
CNCc1ccc(-c2ccc(Br)cc2C)o1 was read as ROC1-CUL1 inh 3.
`CC(=O)Nc1ccccc1-c1nc2ccccc2n(CC(=O)c2ccc(C)c(C)c2)c1=O` gave ROC1-CUL1 inh 1.
Cc1ccc(C2CC(=O)c3cnn(-c4nc5ccccc5[nH]4)c3C2)cc1 (stereo not given) was read as ROC1-CUL1 inh -1.
`O=C(c1ccc2c(c1)N(Cc1ccc(F)cc1)CCS2)N1CCN(c2ccccc2)CC1` gave ROC1-CUL1 inh -9.
For CC1(C)CC(=O)C2C(=NC(SCc3cc4c(cc3Cl)OCO4)=C(C#N)C2c2cccs2)C1 (stereo not given) the results were ROC1-CUL1 inh 7.
`CCCc1cc2c(=O)c(-c3ccc4c(c3)OCCO4)coc2cc1OC(=O)N1CCOCC1` gave ROC1-CUL1 inh 3.
`Cc1nc2ccccc2cc1C(=O)N/N=C/c1ccco1` gave ROC1-CUL1 inh -3.
For Cc1cc(C)[n+]2c([O-])nn(C)c2n1 the results were ROC1-CUL1 inh 5.
Screening CC(=O)c1ccc(OCc2cc(C(=O)N3CCCCC3CCO)no2)cc1 (stereo not given) returned ROC1-CUL1 inh 1.
Cc1ccccc1OCCCn1cc(/C=C2\C(=N)N3N=CSC3=NC2=O)c2ccccc21 was read as ROC1-CUL1 inh 15.
For Cc1cc2c([nH]1)CC(C)(C)CC2=O the results were ROC1-CUL1 inh 4.
`COc1ccc(CNC(=O)c2ccc(NC(=O)C(C)C)cc2)cc1` gave ROC1-CUL1 inh 5.
CCCc1c(C(=O)NCCO)nnn1-c1ccc(C)cc1 was read as ROC1-CUL1 inh 9.
`CN(CC(=O)NCCCO)S(=O)(=O)c1ccc(F)cc1` gave ROC1-CUL1 inh 2.
`Cn1c(=O)c2c(ncn2CCOC2c3ccccc3CCc3ccccc32)n(C)c1=O` gave ROC1-CUL1 inh 7.
`CCc1c[nH]n2c(=O)cc(Cc3sc(C)nc3C)nc12` gave ROC1-CUL1 inh 5.
Screening Cc1cc(NC(=O)CSc2nc(-c3ccco3)cc(C(F)(F)F)n2)n(-c2ccccc2)n1 returned ROC1-CUL1 inh 1.
`CCN1CCCC1CNCc1ccccc1Cl` (stereo not given) gave ROC1-CUL1 inh 3.
For N#CC1C(=N)C(C#N)(C#N)[C@@H](c2ccccc2Cl)[C@@H]2CCCC=C12 (stereo not given in full) the results were ROC1-CUL1 inh 5.
Cc1ccc(NC(=O)Cn2c(=O)ccc3cc(S(=O)(=O)N4CCC(C)CC4)ccc32)c(C)c1 was read as ROC1-CUL1 inh -6.
Screening Cc1cccn2c(=O)cc(COc3ccc(NC(=O)c4cccc(F)c4)cc3)nc12 returned ROC1-CUL1 inh 11.
For Cc1c(C)n2c3c(=O)[nH]c(=O)n(C)c3nc2n1CCCN(C)C the results were ROC1-CUL1 inh 3.
COc1ccc(Cl)cc1NC(=O)c1cn(C2CCCCC2)c(=O)c2c1c1ccccc1n2C was read as ROC1-CUL1 inh 7.
`Cc1cc(/C=C2\C(=O)NC(=S)N(c3ccc(Cl)cc3)C2=O)c(C)n1-c1sc2c(c1C(=O)Nc1ccccc1)CCCC2` gave ROC1-CUL1 inh 41*.
For COc1ccc(C(=O)Nc2nnc(C)s2)cc1 the results were ROC1-CUL1 inh -4.
`CCc1ccc2c(c1)NC(c1cccs1)=NC(c1ccc(F)cc1)=N2` gave ROC1-CUL1 inh -6.
Screening O=[N+]([O-])c1cc(O)ccc1/C=N/Nc1nc(NCc2ccccc2)nc(N2CCOCC2)n1 returned ROC1-CUL1 inh 10.
`COc1cccc(-n2ccnc2SCC(=O)Nc2cccc(C)c2C)c1` gave ROC1-CUL1 inh -4.
`CSc1nnc(NC(=O)C2CC2)s1` gave ROC1-CUL1 inh 10.
`O=C(NC(=S)Nc1nccs1)C1CC1` gave ROC1-CUL1 inh -3.
`Cc1ccc(NS(=O)(=O)c2c(C)nc3sc(C)c(C)n3c2=O)cc1F` gave ROC1-CUL1 inh 3.
Screening Cc1c(NS(=O)(=O)Cc2ccc(F)cc2)c(=O)n(-c2ccccc2)n1C returned ROC1-CUL1 inh 4.
For O=C(CSc1n[nH]c(-c2ccc(F)cc2)n1)N1CCN(c2ccc(F)cc2)CC1 the results were ROC1-CUL1 inh 11.
`Cn1c(C2CCCO2)nc2cc(NC(=O)CC3CCCC3)cc(C(=O)NCCc3cccc(F)c3)c21` (stereo not given) gave ROC1-CUL1 inh 5.
COc1cc2ccccc2c2c1CCCC2=O was read as ROC1-CUL1 inh 1.
C/C(C(=O)Nc1ccc(C(=O)c2ccccc2)cc1N)=C(/C)c1nc2ccccc2[nH]1 was read as ROC1-CUL1 inh -4.
`COc1cc(C(=O)N/N=C/c2ccsc2C)cc(OC)c1OC` gave ROC1-CUL1 inh 1.
COc1cccc(CNC(=O)CCC2(Cc3ccc(Cl)cc3)CCC(=O)N2)c1OC (stereo not given) was read as ROC1-CUL1 inh 6.
`Cc1ccc(-c2noc(CNC(=O)COc3cc(C)c(Br)c(C)c3)n2)cc1` gave ROC1-CUL1 inh 1.
`CCc1ccc(C2CC(=O)c3c([nH]c(C(=O)OCC4CCCCC4)c3C)C2)cc1` (stereo not given) gave ROC1-CUL1 inh -8.
`O=C(c1scc2c1CCCC2)N1CCOc2ccc(CN3CCN(c4ncccn4)CC3)cc2C1` gave ROC1-CUL1 inh 8.
Screening CCCn1ncc(CN2CCCC(CO)(CCCc3ccccc3)C2)c1C (stereo not given) returned ROC1-CUL1 inh -5.
COc1cc(/C=C2\C(=O)NN(c3ccc(Cl)c(Cl)c3)C2=O)cc(Br)c1O was read as ROC1-CUL1 inh 7.
`O=C1N=CC(COCC(F)(F)C(F)(F)C(F)(F)F)C(=O)N1` (stereo not given) gave ROC1-CUL1 inh 5.
For O=C1CCCN1CCCNCc1ccc(OCC(O)CN2CCc3ccccc3C2)cc1 (stereo not given) the results were ROC1-CUL1 inh -8.
`Cc1cccc(-c2nc(C#N)c(N3CCOCC3)o2)c1` gave ROC1-CUL1 inh 5.
Screening CN=C1CC(=NC)CC(C)(C)C1 returned ROC1-CUL1 inh 9.
Screening CCc1cc2c(=O)[nH]c(N3CCCC3)nc2s1 returned ROC1-CUL1 inh -6.
For c1ccc(C2Nc3ccccc3Oc3ccccc32)cc1 (stereo not given) the results were ROC1-CUL1 inh -17.
Screening COc1cc(CN2CCCC(CO)(Cc3ccccc3C)C2)cc(OC)c1O (stereo not given) returned ROC1-CUL1 inh 0.
Screening Cc1cc(C)c(S(=O)(=O)N2CCOCC2)cc1C returned ROC1-CUL1 inh 3.

No new results follow: an excerpt of the list.
Screening CCCn1ncc(CN2CCCC(CO)(CCCc3ccccc3)C2)c1C (stereo not given) returned ROC1-CUL1 inh -5.
COc1cc(/C=C2\C(=O)NN(c3ccc(Cl)c(Cl)c3)C2=O)cc(Br)c1O was read as ROC1-CUL1 inh 7.
`O=C1N=CC(COCC(F)(F)C(F)(F)C(F)(F)F)C(=O)N1` (stereo not given) gave ROC1-CUL1 inh 5.
